High-throughput results as filed in PubChem.
pPAFAH FP inh: inhibitors of human plasma PAF acetylhydrolase (pPAFAH). recombinant pPAFAH, FP-rhodamine probe fluorescence polarization. inhibition, % at 3.39 µM. 1.5% of 330,000 active;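 active = inhibition above the mean inhibition across the screen plus 3 SD, cut at about 25% in these data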;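 also: inhibitors block binding of the rhodamine activity-based probe so polarization drops; 0% = enzyme with DMSO and 100% = wells lacking pPAFAH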
PAFAH1B3 FP inh: PAFAH1B3 (human) inhibition; AID 492972; Q15102; inhibition, % at 3.39 µM; 0.28% of 340,000 active; recombinant PAFAH1B3, FP-rhodamine probe, fluorescence polarization;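 active = inhibition above the screen-wide average of all tested compounds plus 3 SD, cut at about 25% in these data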;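 also: 0% = enzyme with DMSO only and 100% = wells lacking PAFAH1B3 protein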
GSTO1 counter: GSTO1 inhibition, counter-screen for RBBP9 inhibitors; recombinant GSTO1, activity-based probe fluorescence polarization; P78417; 1.1% of 300,000 active; inhibition, % at 5.96 µM; AID 1974;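 active = inhibition above the campaign mean inhibition plus 3 SD, cut at about 35% in these data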;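 also: 0% = GSTO1-1 with DMSO and 100% = wells lacking GSTO1-1 enzyme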
Target sequence (P78417 whole entry, looked up): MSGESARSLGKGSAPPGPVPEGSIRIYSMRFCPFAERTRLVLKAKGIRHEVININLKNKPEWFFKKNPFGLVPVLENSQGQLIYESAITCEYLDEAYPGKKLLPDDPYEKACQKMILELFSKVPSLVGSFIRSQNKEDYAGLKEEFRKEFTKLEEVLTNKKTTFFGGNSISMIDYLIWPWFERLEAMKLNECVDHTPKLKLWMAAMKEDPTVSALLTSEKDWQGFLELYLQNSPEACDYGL
PREPL inh: inhibitors of human prolyl oligopeptidase-like enzyme PREPL; recombinant PREPL, fluorescence polarization activity-based probe; inhibition, % at 5.96 µM; 0.68% of 320,000 active; AID 2751; in the data active = inhibition above about 43%;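 also: 0% = enzyme with DMSO and 100% = wells lacking enzyme; many of its hits are not listed in these tables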
PAD4 FP inh: inhibitors of human PAD4; inhibition, % at 6.36 µM; recombinant PAD4, RCA probe fluorescence polarization; Q9UM07; 0.41% of 330,000 active;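 active = percent inhibition above a cutoff equal to the mean of all tested compounds plus 3 SD, cut at about 15% in these data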;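 also: 0% = PAD4 with RCA probe and DMSO and 100% = probe without PAD4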
Target sequence (Q9UM07 whole entry, looked up): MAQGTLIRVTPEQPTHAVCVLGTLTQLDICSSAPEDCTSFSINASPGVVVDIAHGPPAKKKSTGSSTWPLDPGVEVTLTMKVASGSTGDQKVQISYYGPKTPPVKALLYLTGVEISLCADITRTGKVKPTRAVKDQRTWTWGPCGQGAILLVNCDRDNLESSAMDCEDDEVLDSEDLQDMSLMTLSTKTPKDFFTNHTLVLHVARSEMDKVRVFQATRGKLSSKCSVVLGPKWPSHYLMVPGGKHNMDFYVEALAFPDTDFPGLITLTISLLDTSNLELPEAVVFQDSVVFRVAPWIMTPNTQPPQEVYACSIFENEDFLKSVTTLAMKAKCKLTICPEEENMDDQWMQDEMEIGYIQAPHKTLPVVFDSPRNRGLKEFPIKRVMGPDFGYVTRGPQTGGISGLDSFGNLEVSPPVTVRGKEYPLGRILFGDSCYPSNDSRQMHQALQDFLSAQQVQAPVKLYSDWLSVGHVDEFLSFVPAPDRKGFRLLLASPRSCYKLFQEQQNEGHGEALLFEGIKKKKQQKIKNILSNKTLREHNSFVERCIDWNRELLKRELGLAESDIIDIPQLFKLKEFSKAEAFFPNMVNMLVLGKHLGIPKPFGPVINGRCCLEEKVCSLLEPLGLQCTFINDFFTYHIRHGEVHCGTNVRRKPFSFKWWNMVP
LYPLA1 counter: blocks human lysophospholipase 1, a PME1 counter-screen. O75608. recombinant LYPLA1, FP-Rh probe fluorescence polarization. inhibition, % at 5.9 µM. 0.16% of 320,000 active;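 active = inhibition above the mean of all tested compounds plus 3 SD, set per campaign, cut at about 14% in these data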;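 also: inhibitors block serine hydrolase probe labeling of LYPLA1 so polarization falls; 0% = enzyme with DMSO and 100% = wells lacking LYPLA1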
PAFAH1B2 inh: PAFAH1B2 (human) inhibition; P68402; recombinant PAFAH1B2, FP-rhodamine activity probe, fluorescence polarization; inhibition, % at 3.39 µM; 1.2% of 340,000 active;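 active = inhibition above the mean of all tested compounds plus 3 SD, cut at about 24% in these data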;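 also: 0% = enzyme with DMSO and 100% = wells lacking PAFAH1B2; many of its hits are not listed in these tables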
LYPLA2 counter: counter-screen for PME1 inhibitors: inhibitors of human LYPLA2; recombinant LYPLA2, FP-Rh probe fluorescence polarization; inhibition, % at 5.9 µM; 0.38% of 320,000 active; AID 2177;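 active = inhibition above the screen-wide mean plus 3 SD, limit set per campaign, cut at about 26% in these data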;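 also: 0% = LYPLA2 with DMSO and 100% = wells lacking LYPLA2 enzyme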
PME-1 inh: blocks human protein phosphatase methylesterase 1 | inhibition, % at 5.9 µM | Q9Y570 | 0.53% of 320,000 active | recombinant PME-1, FP-Rh probe fluorescence polarization;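 active = inhibition above the campaign mean of all compounds plus 3 SD, cut at about 26% in these data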;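 also: competitive labeling of PME-1 active site by serine hydrolase directed probe; 0% = PME-1 with DMSO and 100% = wells lacking PME-1 enzyme; inhibitors block probe labeling so polarization falls and inhibition rises; many of its hits are not listed in these tables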
* hit, by the source's call; . = no result given. Some of the compounds tested (hit frequency here may not be typical).

SMILES	PREPL inh	PME-1 inh	GSTO1 counter	PAFAH1B3 FP inh	LYPLA2 counter	LYPLA1 counter	PAFAH1B2 inh	pPAFAH FP inh	PAD4 FP inh
O=C(O)C1=C(OCc2ccccc2)C(=O)NCC1	-2	4	2	0	4	0	0	2	-2
CC1CC(C)CN(C(=O)CSc2n[nH]c(N)n2)C1 (configuration not stated)	10	.	.	6	.	.	8	-2	1
CCOC(=O)Cc1csc(Nc2c(C)n(C)n(-c3ccccc3)c2=O)n1	-1	0	-6	2	-2	-1	2	2	-1
CC1(C)N=C(SCC(=O)Nc2ccc(Cl)cc2)C(c2ccccc2)=N1	9	-5	0	16	-6	1	1	-6	2
CC(=O)c1ccc(OCc2cc(C(=O)NC(C)Cc3ccccn3)no2)cc1 (configuration not stated)	-2	-5	-4	-1	-2	-5	7	4	-3
O=C(Cc1ccc(Br)cc1)Nc1ccc(S(=O)(=O)NCC2CCCO2)cc1 (configuration not stated)	6	-4	-2	3	-6	-5	4	6	-1
O=C(CN1CCOCC1)N/N=C/c1ccc(-c2cccc(Cl)c2Cl)o1	25	-6	-2	9	5	-3	3	15	-2
CCCCCn1c(C(C)NC(=O)CCC)nc2ccccc21 (configuration not stated)	0	-6	9	-7	4	2	1	2	0
Cc1ccc(NC(=O)NCc2c(C)nn(C)c2C)cc1Cl	10	2	-7	7	10	5	2	1	-1
CCC(OC(=O)C(CC(C)C)NC(=O)c1ccccc1)C(=O)Nc1nnc(C)s1 (configuration not stated)	-3	-1	.	11	-3	1	4	-1	-1
NC(=S)Cc1ccccc1Cl	16	-4	7	10	0	-1	10	2	2
COC(=O)[C@H](CCSC)NC(=O)N1CCN(c2cccc(C(F)(F)F)c2)CC1	19	4	1	-1	-1	2	2	-1	2
CSc1c(CC(=O)Nc2ccccc2)n(Cc2ccccc2)c2ccccc12	-1	-4	0	2	-7	-2	5	3	-2
Cc1c(N=C/C=C/c2ccccc2)c(=O)n(-c2ccccc2)n1C	8	-6	-2	5	4	1	0	2	-3
O=[N+]([O-])c1ccc(OS(=O)(=O)Cc2ccccc2)cc1	-10	-2	-2	-1	0	-4	0	0	-4
CN1CCN(C2Cc3ccc(F)cc3Sc3cc(F)c(Cl)cc32)CC1 (configuration not stated)	-16	2	1	9	0	-6	7	-9	-2
COC(=O)N1N=C(c2ccccc2)CC1(O)C(F)(F)F (configuration not stated)	1	1	2	-8	1	-2	-2	3	-1
O=C1/C(=C/c2ccc(N3CCCC3)cc2)NC(=S)N1C1CC1	9	6	-13	-3	-14	-3	-2	-1	-31
COc1cc(OC)cc(C(=O)NNC(=O)c2ccc3c(c2)OCCO3)c1	21	.	.	9	.	.	3	0	4
CN(CC(=O)Nc1ccccc1Cl)C(=O)c1cccc(-n2cccc2)c1	16	-4	-4	6	6	0	4	2	2
COc1ccc(NC(=O)C2CC(=O)N(Cc3ccc(C)cc3)C2)cc1S(=O)(=O)N1CCCCC1 (configuration not stated)	1	9	-1	4	3	4	1	1	1
CCN1C(=O)/C(=C\N(C(C)=O)c2ccccc2)OC1=S	-11	-4	-8	3	-1	3	7	-2	7
COC(=O)c1ccccc1Oc1ccc(NC(=O)C(C)(C)CCl)cc1	12	-7	-1	-1	2	-6	4	-10	-9
CCOCCCNC(=O)C(c1ccc(C)cc1)N(Cc1cccs1)C(=O)CNC(C)=O (configuration not stated)	2	-1	-3	2	-3	0	5	2	0
C1CCc2c(nc3nnnn3c2NC2CCCC2)C1	6	2	0	-4	8	-1	0	2	0

(cont.)
SMILES	PREPL inh	PME-1 inh	GSTO1 counter	PAFAH1B3 FP inh	LYPLA2 counter	LYPLA1 counter	PAFAH1B2 inh	pPAFAH FP inh	PAD4 FP inh
COc1cc(C(=O)Oc2ccc3c(c2)OCC3=O)cc(OC)c1OC	2	-6	2	8	2	1	-1	6	3
COC(=O)c1ccc(-c2ccc(Cl)cc2)nc1C	-18	-13	-7	5	-6	-3	0	-3	-6
CCOc1ccc(S(=O)(=O)N2CCN(c3ccccc3OC)CC2)c2cccnc12	9	1	1	8	-3	-2	2	1	-1
Cc1oc2cc3oc(=O)c(CCC(=O)N(C)CC(=O)O)c(C)c3cc2c1C	-1	4	-3	1	1	-1	4	2	-4
C=CCC1(CC=C)CCCN1C(=O)Cn1nnnc1CN(C)C(C)C	-6	-3	-2	1	4	2	10	5	3
Cc1cccc(CSc2ncnc3ccccc23)c1	21	2	-3	14	9	2	0	19	-1
O=C(CCC(=O)N1CCCCC1)Nc1nnc(C2CCCCC2)s1	7	3	-4	5	6	-1	-4	7	0
Cn1cc(CN2CCN(CCO)CC2)c(-c2ccc(Oc3ccccc3)cc2)n1	5	0	0	3	9	0	2	4	-4
O=C(Nc1ccccc1)C(c1ccccc1)c1ccccc1	0	-5	7	9	-1	-2	8	0	-6
Cc1ccc(-n2c(N)c(C(=O)Nc3c(C)n(C)n(-c4ccccc4)c3=O)c3nc4ccccc4nc32)cc1C	43*	3	-7	.	1	1	.	9	-8
COC(=O)C1CCN(C(=O)c2cc(=O)[nH]c3ccccc23)CC1	-6	0	-5	-1	4	2	3	8	0
CCC(C)N(CCNC(=O)CC1Oc2ccc(C)cc2NC1=O)C1CCCCC1 (configuration not stated)	9	-5	-1	-7	-9	-1	4	0	-4
Cc1ccc2c(CN3CCN(Cc4ccccc4)CC3)cc(=O)oc2c1	-2	3	-2	18	4	5	1	4	0
CN(C)C(=S)Nc1cccc(-c2n[nH]c(=S)o2)c1	7	3	10	8	-1	-3	-1	3	0
COc1ccccc1C(=O)NNC(=O)c1ccc(NS(=O)(=O)c2cccs2)cc1	15	-1	2	9	5	-1	3	12	3
O=C(Cc1ccsc1)Nc1ccc2c(c1)OCO2	5	2	.	-3	2	-2	0	1	-1
CN(C)c1ccc(S(=O)(=O)NCC(=O)NCCOc2ccccc2F)cc1[N+](=O)[O-]	-7	7	1	1	2	0	1	6	3
O=S(=O)(c1ccc(Br)cc1)N1CCC2(CC1)OCCO2	0	2	1	7	4	0	27*	-2	2
COc1ccc2[nH]c(=O)c(CN(C(=O)c3ccccn3)c3ccccc3)cc2c1	5	6	4	6	2	3	3	-1	-2
CN(C)CCNc1oc(-c2ccccc2Cl)nc1S(=O)(=O)c1ccccc1	1	5	.	-1	3	2	3	1	-3
Cc1cc(C)c(C(=O)NCC(=O)c2ccccc2)c(C)c1	17	1	9	2	2	1	1	-4	-1
COc1ccc(-c2oc3ccc(-c4ccc5c(c4)OCO5)cc3c2-c2ccc(OC)nc2)cc1	9	-7	-2	7	-6	0	3	0	-2
COc1cc(Nc2nnc(C)s2)c(Cl)cc1Cl	16	3	10	4	5	1	7	-5	3
O=C(NCCCn1ccnc1)C(=O)NCC1OCCN1S(=O)(=O)c1ccc(Cl)cc1 (configuration not stated)	6	0	-2	-3	0	0	2	9	-2
CCOC(=O)/C=C/C(=O)N1CCc2ccccc21	3	2	-13	9	1	2	-6	-3	-4

Additional structures follow:
SMILES	PREPL inh	PME-1 inh	GSTO1 counter	PAFAH1B3 FP inh	LYPLA2 counter	LYPLA1 counter	PAFAH1B2 inh	pPAFAH FP inh	PAD4 FP inh
COCCn1nnnc1C(c1ccc(OC)c(OC)c1)N1CCc2ccccc21 (configuration not stated)	7	-3	9	-1	2	0	1	3	4
O=C(CCNC(=O)c1ccc([N+](=O)[O-])cc1)Nc1cc(Cl)ccc1N1CCOCC1	9	4	.	5	3	0	0	-2	-6
Cc1cccc(C)c1NC(=S)N(CCCN1CCN(C)CC1)Cc1cccs1	17	7	0	3	-3	-3	-4	-8	0
CCOc1ccc(OCCC(=O)NNC(=O)c2nn(C)c(=O)c3ccccc23)cc1	-5	3	7	-1	7	-3	-5	8	-2
CCOC(=O)N1CCN(C(c2cccc(OC)c2)c2sc3nc(C)nn3c2O)CC1 (configuration not stated)	-2	6	2	4	9	2	-1	2	1
CCOc1ccc(-c2nnc(NC(=O)C3CCCC3)o2)cc1	-2	-3	2	7	-1	-1	7	2	-2
CCOc1ccc(-n2c(SCc3ccc([N+](=O)[O-])cc3)nnc2-c2ccc(OC)cc2)cc1	-3	14	-1	1	-2	-1	1	5	5
Cc1ccsc1/C=C/c1ccc2cccc(O)c2n1	14	7	5	5	3	-2	2	12	-4
Cc1cc(C(=O)COC(=O)CNC(=O)c2ccc(Cl)c(Cl)c2)c(C)n1Cc1ccco1	-17	6	11	-3	-19	-12	-4	4	-3
COc1cccc(CC2(CO)CCCN(Cc3ccccc3Cl)C2)c1 (configuration not stated)	35	-4	2	2	3	0	6	8	0
COC(=O)c1ccc(NC(=O)CCN2C(=O)C3C4CCC(C4)C3C2=O)cc1 (configuration not stated)	8	2	0	4	6	2	0	2	-1
COc1ccc(OC2C(=O)N(Cc3ccc(F)cc3)C2c2cc(OC)c(OC)c(OC)c2)cc1 (configuration not stated)	3	-2	-2	8	1	0	5	2	3
Cc1ccsc1/C=N\NC(=O)c1cc(C(C)(C)C)[nH]n1	4	-7	-1	4	0	-2	3	0	0
CCOC(=O)CSc1nnc(CNC(=O)c2cc(OC)c(OC)c(OC)c2)n1C	0	-1	4	6	-3	-2	5	-1	-1
COc1ccc(C)cc1NC(=O)CCS(=O)(=O)c1ccc2c(c1)oc(=O)n2C	6	-7	2	6	-8	-1	6	0	-5
CCCCOC(=O)CCCN1C(=O)/C(=C2\SC(=S)N(CCCC(=O)OCCCC)C2=O)SC1=S	-1	-1	0	.	-3	2	.	1	-4
CC1CC(C)(C)NC(=S)N1CCC(=O)NCCc1ccc(Cl)cc1 (configuration not stated)	23	-3	-1	-2	-1	-3	13	-10	0
CC(C)c1ccc(N(CC(=O)NC2CCCCC2)C(=O)CCC(=O)Nc2ccccn2)cc1	-5	2	-5	2	0	-1	1	7	-5
COc1nc(OC)nc(Oc2ccc(Cl)cc2[N+](=O)[O-])n1	9	-1	-2	3	1	-1	1	4	-4
